D1 PAM = Potentiators of Human D1 Dopamine Receptor: qHTS; HEK293 TREx D1 cells, calcium flux, dopamine EC20 potentiation; potentiation, % at 10 µM; 360,000 compounds, 0.036% hits; AID 504651, 2011; in the data active = potentiation above about 30%; note: 0% is about no effect
D2 PAM = HTS Assay for Positive Allosteric Modulators of the Human D2 Dopamine Receptor: Primary Screen for Potentiators | HEK293 T-REx D2, calcium flux, EC20 dopamine potentiation | 340,000 compounds, 0.34% hits | D(2) dopamine receptor (Homo sapiens), P14416 | potentiation, % at 10 µM;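 active = potentiation over 3 SD above the plate norm, cut at about 30% in these data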; note: 0% is about no effect
Target sequence (P14416 whole entry, looked up): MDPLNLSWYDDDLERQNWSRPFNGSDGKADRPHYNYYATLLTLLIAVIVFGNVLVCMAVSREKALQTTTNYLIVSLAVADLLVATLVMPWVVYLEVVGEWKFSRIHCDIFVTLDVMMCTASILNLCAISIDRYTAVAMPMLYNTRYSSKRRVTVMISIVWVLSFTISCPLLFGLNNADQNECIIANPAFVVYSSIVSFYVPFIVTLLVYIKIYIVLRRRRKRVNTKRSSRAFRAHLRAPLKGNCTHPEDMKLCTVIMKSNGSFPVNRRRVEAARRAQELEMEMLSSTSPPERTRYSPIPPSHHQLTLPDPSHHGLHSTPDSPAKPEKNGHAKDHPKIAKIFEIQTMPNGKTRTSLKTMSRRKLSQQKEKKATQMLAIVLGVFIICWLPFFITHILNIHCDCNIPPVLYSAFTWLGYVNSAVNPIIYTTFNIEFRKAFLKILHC
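Tetracycline-induced HEK293 T-REx cells force-coupled to calcium signalling expressed D2; compounds were pin-added after a 10 s baseline, read kinetically 180 s, then an EC20 dopamine challenge followed with a further 180 s calcium read.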
D1 antagonist = Antagonist of Human D 1 Dopamine Receptor: qHTS | D(1A) dopamine receptor (Homo sapiens), P21728 | HEK293 TREx D1 cells, calcium flux, dopamine EC80; hits give low values | activity change, negative = inhibition, % at 10 µM | 360,000 compounds, 3.2% hits | AID 504652, 2011; in the data active = activity change below about -30%; note: % is set by controls: 0 for no effect and ±100 for the full control effect
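Calcium flux readout: force-coupled, inducible Hek293 Trex D1 line, cells induced overnight at 30 C with tetracycline, dye-loaded 30–90 min at RT. Antagonism scored against EC80 dopamine challenge given 180 s after compound.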
TRHR PAM = qHTS for Small Molecule Agonists and Allosteric Enhancers of Human TRH Receptor: Primary Screen for Enhancers; Thyrotropin-releasing hormone receptor (Homo sapiens), P34981; TRHR cells, fluo-8 calcium fluorescence, EC20 TRH enhancement; enhancement, % at 2 µM; 360,000 compounds, 0.66% hits; AID 493056, 2011; in the data active = enhancement above about 30%; note: 0% is about no effect
Target sequence (P34981 whole entry, looked up): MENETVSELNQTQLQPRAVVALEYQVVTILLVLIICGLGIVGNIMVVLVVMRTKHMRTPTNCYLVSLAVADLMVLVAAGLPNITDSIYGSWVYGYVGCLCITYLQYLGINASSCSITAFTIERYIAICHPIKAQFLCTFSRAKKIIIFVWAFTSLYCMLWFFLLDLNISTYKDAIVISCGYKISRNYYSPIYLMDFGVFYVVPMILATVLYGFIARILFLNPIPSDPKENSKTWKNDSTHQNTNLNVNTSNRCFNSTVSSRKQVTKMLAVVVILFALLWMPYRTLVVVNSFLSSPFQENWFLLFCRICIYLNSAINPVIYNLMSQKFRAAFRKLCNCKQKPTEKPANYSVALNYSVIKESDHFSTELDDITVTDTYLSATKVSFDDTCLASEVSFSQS
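TRHR-expressing cells loaded with fluo-8 calcium dye were read kinetically (ex 480/em 530) during compound addition, then stimulated with an EC20 of TRH (10 nM final). Enhancement of the Gq-mediated intracellular calcium response was scored.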
RXFP1 antagonist = qHTS Assay for Antagonists of the Relaxin Receptor RXFP1; Relaxin receptor 1 (Homo sapiens), Q9HBX9; HEK293-RXFP1, relaxin-stimulated cAMP HTRF, 30 min; hits give low values; activity change, negative = inhibition, % at 57.5 µM; 350,000 compounds, 0.59% hits; AID 1259400, 2018;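 active = activity change of -60% or lower, but not beyond a set lower limit; inconclusive = change between -60% and -40%, or beyond the set limit; inactive = change above -40%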; note: % is set by controls: 0 for no effect and ±100 for the full control effect
D2 antag = HTS Assay for Allosteric Antagonists of the Human D2 Dopamine Receptor: Primary Screen for Antagonists; inhibition, % at 10 µM; 340,000 compounds, 2% hits; HEK293 TREx D2 cells, calcium flux, dopamine EC80; D(2) dopamine receptor (Homo sapiens), P14416; in the data active = inhibition above about 30%; note: 0% is about no effect
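Antagonism is scored as inhibition of an EC80 dopamine-evoked calcium signal in a force-coupled, tetracycline-inducible HEK293 T-REx D2 line, with compound present 180 s before agonist.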
D1 agonist = Allosteric Agonists of the Human D1 Dopamine Receptor: qHTS. HEK293 T-REx D1 cells, calcium flux, agonist mode. activation, % at 2 µM. 360,000 compounds, 1% hits; note: 0% is about no effect
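Agonism was scored from calcium flux recorded over 180 s (1 read/s) after pintool compound addition, following a 10-cycle baseline. Cells were inducible force-coupled HEK293 TREx D1, plated overnight at 30 C and loaded with no-wash calcium dye.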
D2 ag = HTS Assay for Allosteric Agonists of the Human D2 Dopamine Receptor: Primary Screen for Agonists; activation, % at 2 µM; HEK293 T-REx D2 cells, calcium flux agonist mode; 340,000 compounds, 0.53% hits; AID 485358, 2010;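 active = activation over 3 SD above normal in the single-dose calcium agonist read, cut at about 30% in these data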; note: 0% is about no effect
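Tetracycline-induced HEK293 T-REx cells with force-coupled D2 receptor, plated overnight at 30 C, loaded with no-wash calcium dye. After a 10 s baseline, compound was pin-added and calcium flux read kinetically for 180 s; calcium rises flagged agonists.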
TRHR agonist = qHTS for Small Molecule Agonists and Allosteric Enhancers of Human TRH Receptor: Primary Screen for Agonists; AID 493084, 2011; activation, % at 2 µM; Thyrotropin-releasing hormone receptor (Homo sapiens), P34981; TRHR cells, calcium flux fluo-8, FDSS agonist mode; 360,000 compounds, 0.18% hits; note: 0% is about no effect
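Steps: seed TRHR cells overnight; add fluo-8 no-wash Ca dye, RT 30 min–1.5 h; record 10 s baseline; pin-transfer compounds; monitor fluorescence 1 cycle/s for the agonist window. Calcium increases flag candidate agonists.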
* = called active by the depositor; ? = inconclusive; · = no result given. Cut-off read from the data, not from the text of the source, unless noted: active = activation above about 30%; inactive = the rest.

SMILES	D1 PAM	D2 PAM	D1 antagonist	TRHR PAM	RXFP1 antagonist	D2 antag	D1 agonist	D2 ag	TRHR agonist
CC(=O)C1=C(C)N(Cc2ccccc2)C(=O)N[C@@H]1c1cccc(C(F)(F)F)c1	-4	3	-9	2	·	4	3	0.6	0.1
Cc1ccc(Oc2ccc(Oc3ccc(C)cc3)nn2)cc1	1	18	1	12	-1	17	44*	0.2	-0.9
COc1ccc(-n2ccnc2SCC(=O)Nc2ccc(F)cc2F)cc1	-1	8	8	0	-5	·	1	0.3	-0.3
Cc1[nH]c2ccccc2c1C(=O)C(=O)N1CC(C)OC(C)C1 (stereo not drawn)	1	-4	1	-3	-16	3	1	0.2	0.3
CCOC(=O)CSC1=Nc2ccccc2C2=NC(CCC(=O)NCc3ccc(F)cc3)C(=O)N12 (stereo not drawn)	0	3	8	-1	-9	·	1	0.5	0.1
Cc1ccc(Nc2cc(C)nc3nnnn23)cc1	-4	0	12	1	6	-4	1	-0.6	0.0
CCOCCCn1c(=N)c(C(=O)NCc2cccnc2)cc2c(=O)n3ccccc3nc21	1	-8	1	-1	·	·	1	1.0	7.7
COc1ccc(-c2cc(C(F)(F)F)n3nc(C(=O)O)nc3n2)cc1	1	13	21	-5	3	-18	1	0.2	0.6
C=CCOc1c(CNc2nccs2)cccc1OCC	2	4	-2	9	-2	-9	3	-0.4	-1.2
COc1cc(OC)c(N(C)C(=O)C2CCCN(c3ncnc4c3nc3n4CCCCC3)C2)cc1Cl (stereo not drawn)	2	3	4	-14	-13	·	-2	-0.7	-0.2
COc1ccc(S(=O)(=O)N2CCOCC2)cc1C(=O)N(C)Cc1ccccc1F	-7	-5	2	-5	5	2	1	-0.7	-0.5
CCc1cc(=O)[nH]c(SCC(=O)NCC2CCCO2)n1 (stereo not drawn)	-2	-5	1	0	5	-32	6	-0.1	0.1
Cc1ccc(Cc2nc3ccccc3nc2SCC(=O)NCc2ccccc2Cl)cc1	-3	-7	-1	0	·	·	4	0.7	0.7
COc1ccc(CCNS(=O)(=O)c2cccc(C)c2)cc1OC	2	8	1	2	9	-5	3	0.3	0.1
CC(=O)N1CCC2(CC1)OC(=O)C(C)=C2C(=O)Nc1cc(C)ccc1C	6	6	9	6	2	·	-2	·	-0.2
CN1CCN(C(=O)c2cc3nc(-c4ccccc4)cc(-c4ccccc4)n3n2)CC1	-8	-7	11	1	15	-20	5	0.8	-1.0
CCOC(=O)C1=C(C)N(CCCCCC(=O)O)C(=O)NC1c1ccc(Cl)cc1 (stereo not drawn)	-1	-1	0	2	·	9	5	0.0	-0.4
CCCCCCn1c(N2CCN(c3ccccc3)CC2)nc2c1c(=O)[nH]c(=O)n2C	-7	12	0	-3	-4	-7	2	0.2	0.4
Cc1ccc(C(=O)c2cn(Cc3ccccc3)c3nc(C)ccc3c2=O)cc1	1	4	-3	1	·	·	1	0.2	-0.1
O=C(Oc1ccccc1)c1ccc2c(c1)C(=O)N(Cc1ccncc1)C2=O	-5	5	-10	-17	-25	-2	11	0.1	0.0

Entries of single compounds, quoted from the list. Values in the order: D1 PAM, D2 PAM, D1 antagonist, TRHR PAM, RXFP1 antagonist, D2 antag, D1 agonist, D2 ag, TRHR agonist
Cc1ccc(Cc2nc3ccccc3nc2SCC(=O)NCc2ccccc2Cl)cc1 is listed with -3, -7, -1, 0, ·, ·, 4, 0.7, 0.7
COc1ccc(S(=O)(=O)N2CCOCC2)cc1C(=O)N(C)Cc1ccccc1F is listed with -7, -5, 2, -5, 5, 2, 1, -0.7, -0.5
CC(=O)N1CCC2(CC1)OC(=O)C(C)=C2C(=O)Nc1cc(C)ccc1C is listed with 6, 6, 9, 6, 2, ·, -2, ·, -0.2
Cc1ccc(C(=O)c2cn(Cc3ccccc3)c3nc(C)ccc3c2=O)cc1 is listed with 1, 4, -3, 1, ·, ·, 1, 0.2, -0.1
CCCCCCn1c(N2CCN(c3ccccc3)CC2)nc2c1c(=O)[nH]c(=O)n2C is listed with -7, 12, 0, -3, -4, -7, 2, 0.2, 0.4

Further structures follow.
SMILES	D1 PAM	D2 PAM	D1 antagonist	TRHR PAM	RXFP1 antagonist	D2 antag	D1 agonist	D2 ag	TRHR agonist
O=C(NNC(=O)c1ccccc1Cl)c1ccc(-n2cncn2)c([N+](=O)[O-])c1	3	13	3	1	5	8	0	-0.4	0.2
COC(=O)c1ccc(CNC(=O)c2ccc3c(c2)NC(=O)CS3)cc1	·	-21	-8	-1	5	37*	2	0.1	0.0
CCC(C)NC(=O)C1CCN(S(=O)(=O)c2cccnc2)CC1 (stereo not drawn)	-7	9	6	-2	-6	-13	1	-0.3	0.9
COc1cc2c(cc1OC)CN(C(=O)CN1CCN(S(=O)(=O)c3ccccc3Br)CC1)CC2	-8	-3	3	0	-6	-12	3	-1.1	-0.6
Cc1ccccc1NS(=O)(=O)c1cc(C(=O)Nc2cccc([N+](=O)[O-])c2)ccc1C	19	-3	4	5	-27	11	4	-0.9	-0.6
C/C(N=Nc1nc2ccccc2s1)=N\Nc1ccccc1O	1	-2	18	3	-34	-5	1	-0.6	-0.8
N#CC1=C(c2ccccc2)/C(=C/c2ccccc2)OC1=O	-4	9	·	-3	·	35*	1	1.5	7.7
Cc1ccc(C)c(NC(=S)NC(NC(=O)N(C)C)C(Cl)(Cl)Cl)c1 (stereo not drawn)	-4	-3	-10	-6	-15	-17	-1	-0.7	-1.1
O=C(Cn1ccn(-c2cccc(Cl)c2)c(=O)c1=O)c1ccc(F)cc1	-1	3	-11	-1	3	·	-1	2.2	-0.7
N#CC1CCN(C(=O)c2ccc3c(Cl)c4c(nc3c2)CCCC4)CC1	1	1	3	4	-5	-20	-1	0.1	0.1
COc1ccc(CCC(=O)Nc2ccc(OC)c(S(=O)(=O)N3CCCCC3)c2)cc1	-4	4	-18	-7	5	-10	5	0.0	-0.1
Cn1nnnc1SCc1cc(=O)n2ccsc2n1	-4	-1	5	-3	-3	20	0	·	0.4
CC(=O)c1c(C(C)=O)c(C)n(Cc2ccccc2)c1C	-2	-2	-3	3	8	-19	6	-0.9	0.0
Cc1oc(S(=O)(=O)N2CCCC2)cc1C(=O)Nc1ccc(F)cc1	-4	0	-6	7	-13	-6	2	-0.2	0.4
O=C(CCCOc1ccccc1)Nc1ccc(S(=O)(=O)N2CCOCC2)cc1	-9	-7	-5	-1	-6	7	3	0.0	-0.5
Cc1onc(-c2ccccc2Cl)c1C(=O)OCc1nnc(-c2ccccc2)o1	-2	-2	-2	-14	-17	-12	10	1.1	2.6
CN(Cc1ccccc1OCCO)CC1CCCN(CCc2ccc(Cl)cc2)C1 (stereo not drawn)	-5	-13	-20	-6	-2	-10	12	1.8	0.9
CC1CN(C(=O)COC(=O)c2cc(Cl)ccc2[N+](=O)[O-])CC(C)O1 (stereo not drawn)	-7	-7	-6	4	2	2	6	0.9	-0.2
COc1ccc(OC)c(C2=NOC(C(=O)NCc3cccnc3)C2)c1 (stereo not drawn)	-6	3	-1	2	-8	-17	1	0.1	0.0
COC(=O)c1c(C)noc1-c1cc(C)on1	2	-16	-1	-5	2	14	2	1.9	-0.1
CCOCc1c(C(=O)OCC(=O)NCc2ccc(F)cc2)oc2ccccc12	-5	-2	4	0	-12	0	1	-2.7	-1.0
CCOC(=O)C1=C(N)N(c2ccccc2)C2=C(C(=O)CCC2)C1c1cccnc1 (stereo not drawn)	2	17	-7	7	-6	2	6	-8.3	0.1
CN1CCN(C(=O)C2CCN(S(=O)(=O)c3ccc(F)cc3)CC2)CC1	-3	-4	-3	9	-13	-4	4	-0.1	1.5
C=CCN1c2ccccc2[C@]23C[C@@H](C(=O)OC)N(C(=O)c4ccc(Br)cc4)C2=NC(C(=O)OC)=C(C(=O)OC)[C@H]13	-1	17	-8	6	·	7	2	-0.6	-0.8
Cc1ccc2c(CN3CCN(C(=O)c4ccc(F)cc4)CC3)cc(=O)oc2c1	0	-7	1	-6	-5	·	-1	-0.4	-0.5
CCC(=O)C1=C(c2cccc(OC)c2)N(C(=O)CC)n2c(nnc2C2CCCCC2)S1	1	-1	·	4	-33	·	3	0.2	0.2
CC(=O)N1Cc2ccccc2CC1C(=O)NCc1ccccc1F (stereo not drawn)	-8	·	-19	1	-5	-13	-1	4.9	-0.2
O=C(NCCCn1ccnc1)/C(=C/c1cccnc1)NC(=O)c1ccco1	-2	-9	-19	10	4	-10	0	0.5	0.3
O=c1oc2ccccc2cc1-c1cn2cc(Cc3ccc(F)cc3)sc2n1	-2	-9	7	0	·	·	2	-1.3	-1.6
CCOC(=O)c1cccc(NC(=O)CC(c2cc(OC)c(OC)c(OC)c2)N2Cc3ccccc3C2=O)c1 (stereo not drawn)	-2	-5	-18	1	·	·	1	-1.3	-0.7
Cc1nn(-c2ccc(F)cc2)c(-n2cccc2)c1C(=O)N1CCN(c2ccccc2F)CC1	4	1	17	0	·	·	2	-1.0	-0.7
CN(c1ccc(C(=O)Nc2ccc(S(=O)(=O)N3CCCC3)cc2)cc1)S(C)(=O)=O	-4	2	-4	1	-15	-9	1	2.2	1.7
CCN(CC)CCN1c2ccccc2Sc2ccc3ccccc3c21	-1	-19	11	11	?	-5	4	0.9	-0.7
Cc1ccc(C)c(N(C(=O)Cn2nnc3ccccc32)C(C(=O)NCc2ccco2)c2ccncc2)c1 (stereo not drawn)	2	·	14	1	-5	·	1	·	-0.1
COC(=O)c1sccc1NC(=O)c1cc(C)on1	-3	6	-14	-3	-2	-28	2	-0.8	0.6
CC(=O)N1CC[n+]2c(-c3ccc([N+](=O)[O-])cc3)csc21	-1	14	2	-1	-22	-13	0	-0.4	-0.1
Cc1ccc(S(=O)(=O)c2nc(S(C)(=O)=O)sc2N(C)Cc2ccccc2)cc1	-3	-3	-18	-7	-14	·	1	-0.2	-0.8
O=C(NCCN1CCc2ccccc2C1)Nc1ccc(F)cc1	-7	-28	0	-4	-12	17	2	0.8	-0.3
O=C(CSc1nc2c(cnn2-c2ccccc2)c(=O)[nH]1)N1CCCCC1	-7	-8	8	-1	11	-15	1	0.3	0.0
CC(C)CC(=O)Nc1c2c(nn1-c1ccc(F)cc1)CS(=O)(=O)C2	0	-7	3	4	-2	-9	1	-0.7	-0.5
CCc1cc(=O)oc2cc(C)cc(OCC(=O)NCCc3c[nH]c4ccccc34)c12	-8	13	6	6	·	4	0	0.6	1.4
COc1cccc(CN(C)CC(=O)Nc2ccccc2C(=O)Nc2ccccc2)c1	1	1	4	2	1	-27	5	0.0	0.2

Screening results as filed in PubChem BioAssay.
